High-throughput results from PubChem.
Scp-1 inhibitor: blocks human Scp-1 phosphatase activity. Q9GZU7. Recombinant Scp1, phosphopeptide, malachite green phosphate absorbance. inhibition, % at 20 µM. actives 0.88% (n = 340,000);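 active means inhibition above about 50% at 20 µM, limit read from the data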;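 further: plate controls were DMSO wells with enzyme for no effect and wells lacking enzyme for full effect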
Target sequence (Q9GZU7 76-261 limits assumed): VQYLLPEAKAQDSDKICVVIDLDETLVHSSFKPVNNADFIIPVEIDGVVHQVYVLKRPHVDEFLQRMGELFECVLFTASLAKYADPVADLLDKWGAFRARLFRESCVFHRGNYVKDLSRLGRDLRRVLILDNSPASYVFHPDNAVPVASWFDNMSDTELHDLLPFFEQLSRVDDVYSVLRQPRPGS
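Test system: SCP-1 phosphatase catalytic domain, residues 76-261; measured by: colorimetric phosphate reagent with accelerator and stabiliser, absorbance at 630 nm; timing: enzyme reaction 45 min at room temperature, colour 5 min, stabilisation 30 min; also added: Phosphorylated 17-residue peptide substrate; compound dosing: one concentration, 20 µM, with 1.0% DMSO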
LMPTP inh: LMPTP (human) inhibition. P24666. recombinant LMPTP-A, OMFP fluorogenic substrate, fluorescence intensity. inhibition, % at 20 µM. actives 0.22% (n = 360,000). AID 651560;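 active means compounds that cut the enzyme signal by at least half of the control window in the single-dose screen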;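 further: plate controls were DMSO wells with enzyme plus substrate for no effect and substrate without enzyme for full effect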
Target sequence (P24666 whole entry, looked up): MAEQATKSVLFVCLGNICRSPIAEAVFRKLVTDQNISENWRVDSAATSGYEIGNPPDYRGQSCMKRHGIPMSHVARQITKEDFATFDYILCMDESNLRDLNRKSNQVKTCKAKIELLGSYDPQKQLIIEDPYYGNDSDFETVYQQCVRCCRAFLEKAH
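Test system – LMPTP-A phosphatase enzyme · Quantity – 0.625 nM LMPTP-A final · Reagent – OMFP substrate, 400 µM final · Dosing – one test concentration per compound, 20 µM, with 3% DMSO overall · Timing – 50 min enzyme reaction at room temperature, protected from light · Detection – fluorescence intensity · Controls – substrate-only low control, DMSO enzyme-plus-substrate high control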
MT1-MMP act inh: MT1-MMP (human) activation inhibition; AID 651647; P50281; HT1080 RFP-PRO-GFP cells, GFP/RFP ratio fluorescence, overnight; percent of plate control window, DMSO zero; actives 0.061% (n = 360,000); GFP/RFP ratio change, % at 20 µM;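 active means GFP/RFP ratio change of at least 30% with cell ATP level not reduced by more than half and red fluorescence within 50% of control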; further: strong numbers were not always called active
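Assay system: HT1080 RFP-PRO-GFP cells | Dosing: 20 µM single dose, 1% DMSO | Incubation: Cells overnight before dosing, compound overnight, 37 °C, 5% CO2 | Evaluation: GFP/RFP fluorescence ratio | Control set: DMSO-only wells and HT1080 RFP-L50D-GFP cell wells as references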
SUMO1 PPI mod: modulators of human SUMO1-mediated protein-protein interactions. actives 0.33% (n = 360,000). SUMO1 binding to a labelled peptide, TR-FRET, 1 h. P63165. inhibition, % at 20 µM; in the data active means inhibition above about 37%
NadD block: NadD (S. aureus) enzyme inhibition; inhibition, % at 20 µM; AID 602399; purified NadD enzyme, colorimetric absorbance read-out; actives 0.78% (n = 360,000); in the data active means inhibition above about 26%; further: some compounds past the cut are filed as inactive
DNMT1 block: DNMT1 (human) enzyme inhibition | P26358 | DNMT1 molecular beacon, Hinp1I cleavage, fluorescence | inhibition (reported as % activation of signal), % at 10 µM | actives 0.83% (n = 360,000) | AID 588458; in the data active means inhibition above about 50%
NRP1-CendR mod: NRP-1/CendR interaction modulation; actives 0.85% (n = 360,000); O14786; AID 602438; inhibition, % at 25 µM; FAM-RPARPAR peptide binding to NRP-1, fluorescence polarization;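 active means inhibition or corrected inhibition above about 18%, plus a signal ratio from 0.5 to 1.5, limit read from the data, passing the limit was not always enough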; further: strong numbers were not always called active
STEP inh: blocks human striatal-enriched tyrosine phosphatase; recombinant STEP, OMFP fluorogenic substrate, fluorescence; actives 0.25% (n = 360,000); P54829; inhibition, % at 20 µM; AID 588621;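 active means inhibition at 20 µM, scaled per plate between control wells, above about 37%, limit read from the data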;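 further: 0% = DMSO with enzyme and substrate and 100% = substrate only without enzyme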
Target sequence (P54829 whole entry, looked up): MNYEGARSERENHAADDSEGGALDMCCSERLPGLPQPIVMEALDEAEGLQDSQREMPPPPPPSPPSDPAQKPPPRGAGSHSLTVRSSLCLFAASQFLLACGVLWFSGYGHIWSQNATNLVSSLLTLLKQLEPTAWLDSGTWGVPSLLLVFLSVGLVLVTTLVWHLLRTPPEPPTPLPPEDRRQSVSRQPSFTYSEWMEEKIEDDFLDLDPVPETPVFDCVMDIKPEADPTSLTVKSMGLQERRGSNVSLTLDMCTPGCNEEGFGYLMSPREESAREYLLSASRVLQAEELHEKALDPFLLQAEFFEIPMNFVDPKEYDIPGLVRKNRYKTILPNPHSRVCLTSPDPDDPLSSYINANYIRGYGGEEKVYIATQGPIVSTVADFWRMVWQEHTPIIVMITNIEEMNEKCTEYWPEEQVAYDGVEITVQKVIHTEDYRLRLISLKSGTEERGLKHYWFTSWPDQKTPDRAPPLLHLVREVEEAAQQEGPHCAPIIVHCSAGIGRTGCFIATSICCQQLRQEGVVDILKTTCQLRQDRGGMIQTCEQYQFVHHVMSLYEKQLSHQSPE
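Assay system: isolated STEP enzyme / Timing: 20 min at room temperature, dark / Doses: 20 µM, 1% DMSO / Technique: fluorescence intensity, excitation 480 nm, emission 540 nm / Reagent: fluorogenic phosphatase substrate OMFP at 25 µM final / Measure: percent inhibition scaled to no-enzyme and uninhibited-enzyme controls, plate-pattern corrected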
SKN-1 inh: inhibitors of C. elegans SKN-1. actives 0.49% (n = 360,000). AID 624304. inhibition, % at 21.8 µM. C. elegans VP596 Pgst-4::GFP/RFP ratio, acrylamide-induced, 24 h;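 active means interference check ratio from 0.5 to 1.5 plus GFP to RFP signal ratio inhibition reaching or exceeding a fixed threshold, cut at about 30% in these data, passing the limit was not always enough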; further: some compounds called inactive have numbers as strong as hits
Rpn11 inh: Rpn11 (human) deubiquitinase inhibition | O00487 | human 26S proteasome, Ub4-pepOG fluorescence polarization; 20S core pre-blocked with epoxomicin | calls only at 20 µM | actives 0.59% (n = 360,000) | AID 588493;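 active means inhibition at 20 µM, scaled to each plate's controls, above about 33%, limit read from the data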
An asterisk follows results filed as active; i = inactive; x = no result given. Not a hit list (roughly 3.9% active in at least one column).

SMILES	Scp-1 inhibitor	LMPTP inh	MT1-MMP act inh	SUMO1 PPI mod	NadD block	DNMT1 block	NRP1-CendR mod	STEP inh	SKN-1 inh	Rpn11 inh
Cc1nc(N)sc1C(=O)N/N=C/c1ccco1	-5	0.3	1	-3	-1	2	7	0	-1	i
CCOC(=O)c1c(C)[nH]c(C(=O)OCc2csc(CC(=O)Nc3ccccc3C)n2)c1C	-7	1.5	-5	3	5	1	-12	1	10	i
CCN(CC(=O)NCc1ccc(Cl)cc1)C(=O)c1cnc(Cl)c(Cl)c1	-5	1.3	-4	4	3	1	-22	-3	7	i
CC1(NC(=O)C2CCCCC2)CCS(=O)(=O)C1 (stereo not drawn)	-3	-0.7	-5	5	-2	1	3	6	-5	i
Cc1nn(C(C)(C)C)c(OC(=O)c2ccc3c(c2)OCO3)c1S(=O)(=O)c1ccccc1	-12	3.4	2	-1	-9	-50	-11	-1	-21	i
O=C(Nc1cccc(-c2nc3ccccc3s2)c1)c1cc(=O)c2ccccc2o1	72*	37	12	3	11	52*	-16	80*	7	i
COc1cccc(C(=O)OCCN2CCCCC2)c1	-7	-0.4	3	0	2	5	8	1	8	i
CC1(C)C[C@H]2C3=CCC4[C@@]5(C)CC[C@H](O[C@@H]6O[C@H](C(=O)O)[C@@H](O)[C@H](O)[C@H]6O)[C@@](C)(CO)C5CC[C@@]4(C)[C@]3(C)C[C@H](O)[C@@]2(CO)[C@@H](O)[C@@H]1O (stereo partly drawn)	-2	0.0	6	6	2	3	-7	1	7	i
CCOC(=O)C1(Cc2ccccc2)CCN(Cc2ccc(C)s2)CC1	1	0.4	0	-2	-7	10	-16	2	-10	i
COCCCNC(=O)c1csc([C@H]2C[C@H](O)[C@@H](CO)O2)n1	x	-0.9	1	-3	-2	-2	-9	0	3	i
Cc1c(Cl)cccc1NC(=O)c1ccc(-n2ccnc2)nc1	-5	-2.8	3	1	5	1	-2	-2	-20	i
Cc1cc2cc(CNC(=O)c3ccc(S(=O)(=O)N4CCOCC4)cc3)ccc2[nH]1	-14	3.7	9	-2	6	-12	4	2	23	i
CC(OC(=O)c1ccc2ncsc2c1)C(=O)Nc1ncc(Cl)cc1Cl (stereo not drawn)	0	1.0	-3	3	-2	0	-1	0	-7	i
COc1ccc(CNC(=O)C2CCN(S(=O)(=O)c3cc(OC)ccc3OC)CC2)cc1	-10	0.4	-2	-3	-7	1	-35	3	0	i
CCc1nnc(NC(=O)CSc2nc3c(c(=O)n2-c2ccccc2OC)SCC3)s1	-1	-1.1	-1	-10	-1	0	-6	-1	33	i
Cc1ccc(C(=O)NCC(=O)O)cc1S(=O)(=O)N1CCCCC1	1	0.1	6	2	-1	-1	19	1	12	i
CC(=O)c1cccc(NC(=O)C2Cc3c(-c4cccc(C(N)=O)c4)ccnc3O2)c1 (stereo not drawn)	x	-0.5	-1	-2	-1	0	-22	1	-3	i
CCC(C)n1c(C)nc2c(c1=O)c1nc3ccccc3nc1n2CCC1=CCCCC1 (stereo not drawn)	7	1.4	-9	-12	6	4	-1	1	-1	i
Cc1ccc(C(=O)N2CCN=C2SCc2ccc([N+](=O)[O-])cc2)cc1	0	-0.4	3	-19	6	1	-2	2	-2	i
COc1ccc(C(O)P(=O)(OC2CCCCC2)c2ccc(N(C)C)cc2)cc1OC (stereo not drawn)	-2	-0.4	-2	-1	8	1	-8	2	-26	i
CCOc1ccccc1CN1CCN(Cc2c[nH]c3ccccc23)CC1CCO (stereo not drawn)	-6	-2.5	2	2	-3	-4	10	0	0	i
CSc1nnc(C)c(=O)n1COC(=O)c1ccc([N+](=O)[O-])cc1	-8	0.3	1	-35	-5	-2	-3	-2	-6	i
COc1ccc(OC)c(S(=O)(=O)N/N=C(/C)c2ccc3c(c2)OCO3)c1	-13	-1.0	-2	6	-1	-1	12	-1	16	i
CC1(C(=O)O)CCCN(C(=O)/C=C/c2ccccc2)C1 (stereo not drawn)	x	-0.3	0	10	1	3	-6	-2	-9	i
COc1cc(C(=O)Nc2ccc(NC(C)=O)cc2)ccc1OCc1ccccc1	7	-1.7	-3	4	1	11	-11	-6	-17	i
COc1cc(/C=C/C(=O)OC(C)C(=O)Nc2c(C)n(C)n(-c3ccccc3)c2=O)ccc1O (stereo not drawn)	-6	0.0	-1	-10	-8	2	7	-2	7	i
Cc1nn(-c2ccc(Cl)nn2)c(=O)c2ccccc12	5	-2.5	1	-1	-6	-1	-10	-1	1	i
CC(C)Cc1cc(C(=O)Nc2ccc(Br)cc2)no1	-4	-1.5	6	1	-1	5	3	-2	6	i
O=[N+]([O-])c1ccc(O)c(/C=N/n2c(-c3ccccc3)n[nH]c2=S)c1	0	-3.2	6	-9	5	-1	-9	-3	2	i
O=c1c2ccccc2nc(-c2ccccc2Cl)n1O	-5	-1.0	2	-2	-7	-2	10	0	-4	i
CCCCCc1cc(=O)oc2c(C(CCN3CCCCC3)c3ccc(OC)cc3)c(OC)cc(OC)c12 (stereo not drawn)	6	4.0	-1	-38	4	4	26*	2	1	i
CCCS(=O)(=O)NC(=O)C1(C)CCN(C(=O)c2cc(-c3cccs3)oc2C)C1 (stereo not drawn)	x	-2.5	3	-4	3	0	-10	-3	-3	i
COc1ccc(C(=O)N2[C@@H](C(C)C)COc3cc(Br)ccc3S2(=O)=O)cc1	-14	0.3	-2	1	-1	3	1	1	-4	i
CC1(C)Nc2ccc(O)cc2-c2c1ssc2=S	-8	2.0	4	-19	-2	-27	15	5	2	i
O=C(CCCN1C(=O)c2ccccc2C1=O)NC1CCCCCC1	-10	-0.9	3	-4	-2	-1	0	2	-4	i
CCOC(=O)C1CCN(C(=O)C2CCN(S(=O)(=O)c3c(C)noc3C)CC2)CC1	15	0.7	0	4	1	4	2	1	6	i
NNC(=O)C(=O)Nc1ccc(O)cc1	-2	0.3	2	-1	-3	0	-3	-2	-5	i
COc1cccc(/C=C/C(=O)N2CC(C)OC(C)C2)c1OC (stereo not drawn)	-12	-1.4	1	-3	8	-2	6	1	2	i
CCOc1ccc(Br)cc1S(=O)(=O)NC1=NCCCCC1	5	-1.0	0	-3	0	0	24	-2	12	i
CC(=O)Nc1ccc(N/C=C2/CCCC2=O)cc1	-11	-0.2	0	-18	-8	2	-2	4	11	i
O=C1CC(c2ccccc2)CC(O)=C1C=NCCCN1CCOCC1 (stereo not drawn)	-10	-5.5	0	0	2	-1	4	-2	6	i

Given as labelled records: 2 of the compounds above.
> NNC(=O)C(=O)Nc1ccc(O)cc1
  Scp-1 inhibitor = -2
  LMPTP inh = 0.3
  MT1-MMP act inh = 2
  SUMO1 PPI mod = -1
  NadD block = -3
  DNMT1 block = 0
  NRP1-CendR mod = -3
  STEP inh = -2
  SKN-1 inh = -5
  Rpn11 inh = i
> COc1cccc(/C=C/C(=O)N2CC(C)OC(C)C2)c1OC (stereo not drawn)
  Scp-1 inhibitor = -12
  LMPTP inh = -1.4
  MT1-MMP act inh = 1
  SUMO1 PPI mod = -3
  NadD block = 8
  DNMT1 block = -2
  NRP1-CendR mod = 6
  STEP inh = 1
  SKN-1 inh = 2
  Rpn11 inh = i

Among those listed so far, ten have an aryl methoxy group.
SMILES	Scp-1 inhibitor	LMPTP inh	MT1-MMP act inh	SUMO1 PPI mod	NadD block	DNMT1 block	NRP1-CendR mod	STEP inh	SKN-1 inh	Rpn11 inh
COc1cccc(C(=O)OCCN2CCCCC2)c1	-7	-0.4	3	0	2	5	8	1	8	i
COc1ccc(CNC(=O)C2CCN(S(=O)(=O)c3cc(OC)ccc3OC)CC2)cc1	-10	0.4	-2	-3	-7	1	-35	3	0	i
CCc1nnc(NC(=O)CSc2nc3c(c(=O)n2-c2ccccc2OC)SCC3)s1	-1	-1.1	-1	-10	-1	0	-6	-1	33	i
COc1ccc(C(O)P(=O)(OC2CCCCC2)c2ccc(N(C)C)cc2)cc1OC (stereo not drawn)	-2	-0.4	-2	-1	8	1	-8	2	-26	i
COc1ccc(OC)c(S(=O)(=O)N/N=C(/C)c2ccc3c(c2)OCO3)c1	-13	-1.0	-2	6	-1	-1	12	-1	16	i
COc1cc(C(=O)Nc2ccc(NC(C)=O)cc2)ccc1OCc1ccccc1	7	-1.7	-3	4	1	11	-11	-6	-17	i
COc1cc(/C=C/C(=O)OC(C)C(=O)Nc2c(C)n(C)n(-c3ccccc3)c2=O)ccc1O (stereo not drawn)	-6	0.0	-1	-10	-8	2	7	-2	7	i
CCCCCc1cc(=O)oc2c(C(CCN3CCCCC3)c3ccc(OC)cc3)c(OC)cc(OC)c12 (stereo not drawn)	6	4.0	-1	-38	4	4	26*	2	1	i
COc1ccc(C(=O)N2[C@@H](C(C)C)COc3cc(Br)ccc3S2(=O)=O)cc1	-14	0.3	-2	1	-1	3	1	1	-4	i
COc1cccc(/C=C/C(=O)N2CC(C)OC(C)C2)c1OC (stereo not drawn)	-12	-1.4	1	-3	8	-2	6	1	2	i
